High-throughput results as filed in PubChem BioAssay.
RMI FANCM FP: inhibitors of human RMI core complex binding to FANCM MM2 | Fluorescence polarization, RMI core complex with F-MM2 peptide; active compounds read low | FP signal (polarization) at 33 µM | 0.58% of 70,000 active | AID 1159607; in the data active means FP signal below about 40; further: inactives centre near 61; strong numbers were not always called active; unit not given here
* marks the source's active call; other numbers are inactive results; & = joins results of further samples. This is a subset, so the mix of outcomes need not match the whole.

Screening Brc1ccc(N/C=C\c2nnnn2-c2ccccc2)cc1 returned RMI FANCM FP 61.
For CC(=O)Nc1cc(C)nn1-c1nc(-c2cccs2)cs1 the results were RMI FANCM FP 86.
CSc1cccc(NC(=O)Cc2csc(Nc3ccccc3)n2)c1 was read as RMI FANCM FP 72.
For Cc1nnc(SCC(=O)NC2CCCCC2)n1-n1cccc1 the results were RMI FANCM FP 53.
Screening O=C(Cc1cc(-c2ccccc2)on1)NCc1ccc2c(c1)OCO2 returned RMI FANCM FP 63.
For COc1cc(-c2nc(-c3ccccc3)c(-c3ccccc3)[nH]2)cc(OC)c1OC the results were RMI FANCM FP 64.
For Cc1ccc(-c2ccc(=O)n(CCCNC(=O)Nc3ccccc3F)n2)cc1 the results were RMI FANCM FP 71.
`CCOc1nc2ccccc2nc1C(C#N)C(=O)NCc1ccccc1` (stereo unspecified) gave RMI FANCM FP 151.
Screening CCOC(=O)c1cc(C#N)c(N2CCNCC2)nc1C(F)(F)F returned RMI FANCM FP 55.
Screening CC(=O)N1CCN(C(=O)Cc2csc3nc(-c4ccc(C)cc4)cn23)CC1 returned RMI FANCM FP 61.
C/C=C/C(=O)Nc1c(C(=O)Nc2ccc3c(c2)OCCO3)oc2ccccc12 was read as RMI FANCM FP 58.
CN(C)c1ccc(C(c2cc(C(C)(C)C)c(O)c(C(C)(C)C)c2)N2CCCC2)cc1 (stereo unspecified) was read as RMI FANCM FP 58.
`CCCn1c(=NC(=O)c2ccc(Cl)s2)sc2c(OC)ccc(OC)c21` gave RMI FANCM FP 74.
Screening COc1ccccc1CC(=O)NC1CCN(Cc2ccccc2)CC1 returned RMI FANCM FP 55.
Screening COc1ccc(Cn2c(=O)c3ncccc3n(CC(=O)N3CCCc4ccccc43)c2=O)cc1 returned RMI FANCM FP 56.
`COc1ccc(F)cc1S(=O)(=O)N1CCN(c2ccc3nnc(C4CC4)n3n2)CC1` gave RMI FANCM FP 61.
`COC(=O)c1ccc(C(=O)NNc2nc3cc(C)cc(C)c3s2)cc1` gave RMI FANCM FP 64.
CCc1ccc(C(=O)NCC2CCN(C(C)C)CC2)cc1 was read as RMI FANCM FP 75.
For O=[N+]([O-])c1cc(C(F)(F)F)ccc1Sc1cccs1 the results were RMI FANCM FP 44.
`O=S(=O)(CCc1ccccc1)N1CCN(c2ccc3nnc(C4CC4)n3n2)CC1` gave RMI FANCM FP 64.
`CCN1CCC[C@H]1CNC(=O)c1c(OC)ccc(Br)c1OC` gave RMI FANCM FP 59.
For COc1ccc(-n2ccnc(SCc3ccc(C)cc3)c2=O)cc1Cl the results were RMI FANCM FP 80.
CN(C)c1cccc2c1c(NC(=O)Nc1ccccc1)nn2C was read as RMI FANCM FP 51.
Screening CC1(C)COc2ccc(NC(=O)COc3ccccc3F)cc2NC1=O returned RMI FANCM FP 66.
For O=C(Nc1ccc2c(c1)CN(C(=O)c1ccccc1)CC2)c1ccc(F)cc1Cl the results were RMI FANCM FP 68.
For C[C@H](NC(=O)c1ccc(Cl)cc1Cl)C(=O)NCc1cccnc1 the results were RMI FANCM FP 53.
COC(=O)C(O)(c1ccc(NC(=O)Nc2cccc(Cl)c2)c(OC)c1)C(F)(F)F (stereo unspecified) was read as RMI FANCM FP 52.
Screening O=C(CSc1ncc(-c2cccc(Br)c2)o1)Nc1ccccc1Br returned RMI FANCM FP 104.
Screening CCC(C)NC(=O)Cc1csc(NC(=O)OC)n1 (stereo unspecified) returned RMI FANCM FP 73.
Screening CCOC(=O)N1CCN(c2ccccc2OC)CC1 returned RMI FANCM FP 64.

Quoted at random: 6 records from the list, in no set order.
Screening COc1ccc(Cn2c(=O)c3ncccc3n(CC(=O)N3CCCc4ccccc43)c2=O)cc1 returned RMI FANCM FP 56.
For O=[N+]([O-])c1cc(C(F)(F)F)ccc1Sc1cccs1 the results were RMI FANCM FP 44.
Screening CC(=O)N1CCN(C(=O)Cc2csc3nc(-c4ccc(C)cc4)cn23)CC1 returned RMI FANCM FP 61.
Screening CCC(C)NC(=O)Cc1csc(NC(=O)OC)n1 (stereo unspecified) returned RMI FANCM FP 73.
For C[C@H](NC(=O)c1ccc(Cl)cc1Cl)C(=O)NCc1cccnc1 the results were RMI FANCM FP 53.
`COc1ccc(F)cc1S(=O)(=O)N1CCN(c2ccc3nnc(C4CC4)n3n2)CC1` gave RMI FANCM FP 61.

Continuation.
`Cc1nnc(SCC(=O)Nc2nccs2)n1-n1cccc1` gave RMI FANCM FP 54.
Screening Nc1ccc(Cl)cc1-c1nc2ccccc2[nH]1 returned RMI FANCM FP 54.
COC(=O)c1cn(S(=O)(=O)c2ccc(C)cc2)c2ccccc12 was read as RMI FANCM FP 72.
`CC[C@H]1CN2CCc3cc(OC)c(OC)cc3[C@@H]2C[C@@H]1C[C@H]1NCCc2cc(OC)c(OC)cc21` gave RMI FANCM FP 64&61.
Screening O=[N+]([O-])c1ccc(OCC(O)CN2CCCCC2)cc1 (stereo unspecified) returned RMI FANCM FP 54.
For O=C(/C=C/c1cccs1)OCc1ccc2c(c1)OCO2 the results were RMI FANCM FP 67.
`O=C1/C(=C\c2ccc(F)cc2)C(c2ccccc2)Oc2ccccc21` (stereo unspecified) gave RMI FANCM FP 95.
For Cc1cc(C)c(NC(=O)CSc2ncc(-c3ccc(F)cc3)o2)c(C)c1 the results were RMI FANCM FP 78.
Cc1cc(C)c2sc(NCCCN3CCOCC3)nc2c1 was read as RMI FANCM FP 69.
For Cn1c(=NC(=O)C(c2ccccc2)c2ccccc2)sc2cc3c(cc21)OCO3 the results were RMI FANCM FP 60.
For COc1cc(NC(=O)NCC(c2ccsc2)N2CCCC2)cc(OC)c1 (stereo unspecified) the results were RMI FANCM FP 64.
O=C(CCC1=NS(=O)(=O)c2ccccc2N1)N1CCN(c2ccccn2)CC1 was read as RMI FANCM FP 63.
CCOC(=O)c1oc2ccccc2c1NC(=O)/C=C/c1cccs1 was read as RMI FANCM FP 74.
COC(=O)c1ccc(NC(=O)CCn2cnc3c(cnn3C(C)(C)C)c2=O)cc1 was read as RMI FANCM FP 74.
`CN(C)/C=C(\C#N)C(=O)NC1CCCCC1` gave RMI FANCM FP 60.
For COc1ccc(Cl)cc1NC(=O)CSc1ccc(NC(=O)c2ccco2)nn1 the results were RMI FANCM FP 72.
Screening COC(=O)c1cccn1-c1ccc(F)cc1 returned RMI FANCM FP 56.
`Cc1ccc(CN2CCN(c3nc4c(c(=O)[nH]c(=O)n4C)n3Cc3cc(C)ccc3C)CC2)cc1` gave RMI FANCM FP 58.
O=C(Nc1c[nH]c2ccccc12)N1CCCC1 was read as RMI FANCM FP 50.
For O=S(=O)(NCc1csc(-c2cccs2)n1)c1ccc(N2CCOCC2)nc1 the results were RMI FANCM FP 59.
For O=C(CSc1ncnc2scc(-c3ccccc3)c12)Nc1ccc(Cl)cc1 the results were RMI FANCM FP 71.
`O=C(Cc1c[nH]c2ccccc12)NCc1ccccc1` gave RMI FANCM FP 60.
Screening Cc1nc2c(sc3cccc(F)c32)c(=O)n1CC(=O)Nc1ccc2c(c1)OCCO2 returned RMI FANCM FP 123.
For CC1(C)O[C@@H]2C[C@H]3[C@@H]4C[C@H](F)C5=CC(=O)CC[C@]5(C)[C@H]4[C@@H](O)C[C@]3(C)[C@]2(C(=O)CO)O1 the results were RMI FANCM FP 66.
Screening COc1cccc(C(=O)NC(=O)c2oc3ccccc3c2C(N)=O)c1OC returned RMI FANCM FP 55.
Cc1cc(NC(=O)c2ccncc2)c2cc(Br)ccc2n1 was read as RMI FANCM FP 65.
`COc1cc2c(=O)n(CCSC(C)(C)C)c(=S)[nH]c2c(OC)c1OC` gave RMI FANCM FP 52.
Screening COCC(=O)N1CCCc2ccc(NS(=O)(=O)c3ccc(OC)cc3OC)cc21 returned RMI FANCM FP 72.
`CCCN1CCCc2cc(CCNS(=O)(=O)c3ccc(F)c(C)c3)ccc21` gave RMI FANCM FP 113.
For CNC(=O)Cn1cnc2c(cnn2-c2cccc(C)c2C)c1=O the results were RMI FANCM FP 62.
`COC(=O)Nc1nc2ccc(-c3n[nH]c(=O)c4ccccc34)cc2[nH]1` gave RMI FANCM FP 55.
For CCCS(=O)(=O)N1CCCc2cc(NS(=O)(=O)Cc3ccc(Cl)cc3)ccc21 the results were RMI FANCM FP 72.
`COC(=O)c1c(NC(=O)Cc2cccs2)sc2c1CCN(C(C)C)C2` gave RMI FANCM FP 61.
`CC1(C23CC4CC(CC(C4)C2)C3)CC(=O)O1` (stereo unspecified) gave RMI FANCM FP 58.
Screening CC1CN(S(=O)(=O)c2ccc(C(=O)Nc3ccc4sccc4c3)cc2)CC(C)O1 (stereo unspecified) returned RMI FANCM FP 70.
For CSc1ccc(CC(=O)Nc2nc(-c3cccs3)cs2)cc1 the results were RMI FANCM FP 99.
Screening COc1ccc(S(=O)(=O)N2CC=C(c3ccccc3)CC2)c(OC)c1 returned RMI FANCM FP 57.
`O=S(=O)(CCCOc1ccc2c(c1)OCO2)NCc1ccncc1` gave RMI FANCM FP 62.
For COc1ccc(Cl)cc1C(=O)Nc1ccc2c(c1)N(C)C(=O)C(C)(C)CO2 the results were RMI FANCM FP 63.
`O=C(N/N=C\c1ccc(Br)cc1)c1ccco1` gave RMI FANCM FP 56.
O=C(O)c1cc(C(=O)O)c(C(=O)O)nc1C(=O)O was read as RMI FANCM FP 57.
Screening Nc1nc(SCC(=O)NCC2CCCO2)[nH]c(=O)c1NC(=O)c1ccc(Cl)cc1 (stereo unspecified) returned RMI FANCM FP 69.
`Cn1nc(-c2ccccc2)cc1NC(=O)C1COc2ccccc2O1` (stereo unspecified) gave RMI FANCM FP 58.
CCOC(=O)c1cc(C(F)(F)F)[nH]n1 was read as RMI FANCM FP 53.
`CC(=O)Nc1cc(C)nn1-c1nc2ccc(F)cc2s1` gave RMI FANCM FP 69.
For O=C(Nc1ncnc2sccc12)c1ccc([N+](=O)[O-])o1 the results were RMI FANCM FP 63.
For COc1ccc(Oc2ccc(C(F)(F)F)cc2NC(=O)c2ccc(OC)cc2)cc1 the results were RMI FANCM FP 57.
For O=C(NCCc1c[nH]c2ccccc12)C(=O)NCc1ccccc1Cl the results were RMI FANCM FP 52.
For Cc1c(Cl)ccc2sc(NC(=O)c3ccco3)nc12 the results were RMI FANCM FP 70.
For Oc1c(Cl)cc(Cl)cc1Sc1cc(Cl)cc(Cl)c1O the results were RMI FANCM FP 54.
Screening COC(=O)c1c(C)[nH]c(C)c1-c1ccon1 returned RMI FANCM FP 60.
O=c1nc2n(c3ccccc13)CC/C2=C\c1cccs1 was read as RMI FANCM FP 65.
Screening COc1cn(C)c(C(=O)Nc2ccccc2C(N)=O)cc1=O returned RMI FANCM FP 65.
Screening COc1c(C)cc(S(=O)(=O)Nc2ccc3c(c2)N(CCC(C)C)C(=O)C(C)(C)CO3)cc1C returned RMI FANCM FP 66.
`CCOc1ccc(S(=O)(=O)NCCc2ccc(N3CCCC3)cc2)cc1F` gave RMI FANCM FP 78.
`CCn1ccc(C(=O)Nc2cccc(C)c2C)n1` gave RMI FANCM FP 64.
For CC1(C)Cc2cccc(OCc3ccc(C(=O)Nc4ccc(S(N)(=O)=O)cc4)cc3)c2O1 the results were RMI FANCM FP 55.
For CCc1ccc(-c2csc(NC(=O)CCS(=O)(=O)c3ccc(C)cc3)n2)cc1 the results were RMI FANCM FP 53.
For O=C(Cc1csc(SCc2ccc(Cl)cc2)n1)Nc1cccc(F)c1 the results were RMI FANCM FP 102.
For Cc1ccc(Cl)cc1NC(=O)C(=O)NCC1CCN(Cc2ccccc2)CC1 the results were RMI FANCM FP 69.

Sorted by number of heavy atoms (ascending): some entries from above
O=c1nc2n(c3ccccc13)CC/C2=C\c1cccs1 was read as RMI FANCM FP 65.
Screening COc1cn(C)c(C(=O)Nc2ccccc2C(N)=O)cc1=O returned RMI FANCM FP 65.
Screening COc1c(C)cc(S(=O)(=O)Nc2ccc3c(c2)N(CCC(C)C)C(=O)C(C)(C)CO3)cc1C returned RMI FANCM FP 66.

Following part
Cc1cc(C)cc(NC(=O)CCCn2nc(-c3ccc(F)cc3)ccc2=O)c1 was read as RMI FANCM FP 73.
O=C(N/N=C\c1c(Cl)cccc1Cl)C(=O)Nc1ccc(F)cc1 was read as RMI FANCM FP 59.
`NC1=NCCN1CC(=O)O` gave RMI FANCM FP 56.
O=C(NCCCn1ccnc1)C(=O)NCc1cccs1 was read as RMI FANCM FP 53.
Screening O=C1CN(C(=O)C2CCCC2)CCN1 returned RMI FANCM FP 58.
CC(=O)c1cnn(-c2cc(C(F)(F)F)cc(C)n2)c1C was read as RMI FANCM FP 53.
Screening Cc1ccsc1/C=N\NC(=O)CNC(=O)c1ccco1 returned RMI FANCM FP 62.
Screening CS(=O)(=O)Nc1ccc(C2=NN(C(=O)CCC(=O)O)C(c3cccc([N+](=O)[O-])c3)C2)cc1 (stereo unspecified) returned RMI FANCM FP 60.
Screening COc1cc(-c2ccc(=O)[nH]n2)ccc1OC(F)F returned RMI FANCM FP 54&58&62.
`Cn1c(SCC(=O)Nc2ccc(F)c(Cl)c2)nnc1-c1cncc(C#Cc2ccccc2)c1` gave RMI FANCM FP 56.
COc1cccc(NC(=S)Nc2ccc(NC(C)=O)cc2)c1 was read as RMI FANCM FP 57.
Cc1ccn2c(=O)c(C(=O)NCCc3ccccc3)c(O)nc2c1 was read as RMI FANCM FP 54.
Cc1cc(C)c2c(CC(=O)O)coc2c1 was read as RMI FANCM FP 58.
For O=c1/c(=C\c2ccc3c(c2)OCO3)sc2n1C(c1cccs1)C1=C(N=2)c2ccccc2CC1 (stereo unspecified) the results were RMI FANCM FP 49.
Cc1ccc(-c2sc(N)nc2-c2ccc(Cl)cc2)cc1 was read as RMI FANCM FP 57.
For O=C(Cc1ccccc1)N/N=C\c1ccc(OC(=O)c2ccccc2)cc1 the results were RMI FANCM FP 61.
CSc1ccc(C(C(C(=O)c2cccs2)N2CCOCC2)N2CCOCC2)cc1 (stereo unspecified) was read as RMI FANCM FP 60.

Among those listed so far, these contain a COOH group:
O=C(O)c1cc(C(=O)O)c(C(=O)O)nc1C(=O)O was read as RMI FANCM FP 57.
`NC1=NCCN1CC(=O)O` gave RMI FANCM FP 56.
Screening CS(=O)(=O)Nc1ccc(C2=NN(C(=O)CCC(=O)O)C(c3cccc([N+](=O)[O-])c3)C2)cc1 (stereo unspecified) returned RMI FANCM FP 60.
Cc1cc(C)c2c(CC(=O)O)coc2c1 was read as RMI FANCM FP 58.
